Compound activity from PubChem BioAssay.
UPR XBP1 act: activators of adaptive XBP1 UPR arm, primary screen, cell-based, CHO-XBP1 luciferase reporter, luminescence, uHTS | activation, % at 20 µM | AID 463104, 2010 | IRE1-XBP1 UPR activation; percent of tunicamycin response, DMSO as zero | hit rate 0.33% among 330,000;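 active = versus positive control, 20 µM dose yields 30% or more activation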;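 also: 100% = tunicamycin at 10 µg/mL and 0% = DMSO only wells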
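Material: CHO cell line with stable XBP1 luciferase reporter; schedule: 16-18 h cell attachment at 37 °C, then 6 h compound exposure; signal: glow luminescence from Steady-Glo reagent; medium: serum-containing F12 medium, 10% FBS; benchmarks: tunicamycin 10 µg/mL and vehicle-only wells; read-out: percent activation relative to tunicamycin reference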
Mdm2 MdmX PPI: inhibitors of human Mdm2-MdmX association, primary screen, cell-based, luminescence, split luciferase, SaOS-2, uHTS | Protein Mdm4 (Homo sapiens) + E3 ubiquitin-protein ligase Mdm2 (Homo sapiens), … | SaOS-2 split-luciferase Mdm2/MdmX complementation | inhibition, % at 8 µM | hit rate 3% among 330,000 | AID 485346, 2010;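 active = inhibition of at least 50% at 8 µM in the primary screen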
APJ antag: antagonists of human apelin receptor APJ, primary screen, CHO-K1 cells, beta-arrestin complementation, luminescence | AID 2521, 2010 | hit rate 0.32% among 330,000 | inhibition, % at 20 µM | P35414;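 active = inhibition above about 40% at 20 µM, limit read from the data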;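 also: cells challenged with 10 nM apelin-13 agonist together with compound; plate controls were apelin-13 plus DMSO wells for no effect and DMSO wells lacking apelin-13 for full effect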
Target sequence (P35414 whole entry, looked up): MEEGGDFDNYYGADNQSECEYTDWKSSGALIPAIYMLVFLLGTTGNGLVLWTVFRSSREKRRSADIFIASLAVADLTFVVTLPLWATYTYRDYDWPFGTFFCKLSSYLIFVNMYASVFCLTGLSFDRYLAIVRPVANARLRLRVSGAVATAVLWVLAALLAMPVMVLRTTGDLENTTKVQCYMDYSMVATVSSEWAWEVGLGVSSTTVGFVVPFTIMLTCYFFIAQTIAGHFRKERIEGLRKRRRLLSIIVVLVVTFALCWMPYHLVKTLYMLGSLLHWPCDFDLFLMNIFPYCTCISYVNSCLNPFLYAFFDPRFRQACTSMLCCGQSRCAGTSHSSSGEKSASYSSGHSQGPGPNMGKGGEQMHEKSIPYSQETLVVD
tim23-1 inh: growth inhibitors of tim23-1 mutant yeast, primary screen, luminescence, uHTS; hit rate 1.3% among 330,000; AID 463212, 2010; S. cerevisiae tim23-1 growth, BacTiter-Glo luminescence, 24 h; inhibition, % at 20 µM;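 active = growth inhibition of the mutant yeast at or above 50%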;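 also: temperature-sensitive mutant grown at 25 °C; plate controls were DMSO-treated mutant yeast for no effect and medium wells lacking yeast for full effect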
CXCR6 block: CXCR6 receptor inhibitors, primary screen, cell-based, beta-arrestin, luminescence, CHO-K1 PathHunter, 1536-well; inhibition, % at 20 µM; AID 602244, 2012; C-X-C chemokine receptor type 6 (Homo sapiens), O00574; hit rate 0.36% among 360,000; in the data active = inhibition above about 34%, passing the limit was not always enough;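 also: antagonist mode with CXCL16 agonist at 10 nM final; 0% = 10 nM CXCL16 with DMSO and 100% = unstimulated wells without agonist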
Target sequence (O00574 whole entry, looked up): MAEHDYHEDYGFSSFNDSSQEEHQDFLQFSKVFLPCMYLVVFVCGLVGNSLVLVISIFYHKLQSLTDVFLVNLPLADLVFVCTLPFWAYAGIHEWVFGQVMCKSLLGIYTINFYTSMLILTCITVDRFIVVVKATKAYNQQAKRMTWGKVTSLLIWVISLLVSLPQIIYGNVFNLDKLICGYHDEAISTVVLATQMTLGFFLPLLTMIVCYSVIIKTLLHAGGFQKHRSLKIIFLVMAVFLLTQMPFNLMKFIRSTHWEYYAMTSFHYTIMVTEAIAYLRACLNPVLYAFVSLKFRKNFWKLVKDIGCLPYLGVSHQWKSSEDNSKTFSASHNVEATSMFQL
CHOP UPR activ: activators of apoptotic CHOP UPR arm, primary screen, cell-based, CHO-CHOP luciferase reporter, luminescence, uHTS; hit rate 0.34% among 330,000; UPR activation; percent of tunicamycin response over DMSO baseline; activation, % at 10 µM; AID 449763, 2010;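 active = at 10 µM dose, activation of 40% or more, normalized to positive control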;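 also: 100% = tunicamycin at 10 µg/mL and 0% = DMSO alone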
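Material: CHO-CHOP cells, stable luciferase reporter of PERK-eIF2a-CHOP signalling; quantity: 500 reporter cells seeded per well; buffer or medium: F12 medium containing 10% fetal bovine serum; compound: one dose, 10 µM in 0.5% DMSO; incubation: 6 h compound treatment, 37 °C; measured by: Steady-Glo luciferase luminescence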
tim10-1 inh: growth inhibitors of tim10-1 mutant yeast, primary screen, luminescence, uHTS | S. cerevisiae tim10-1 ts strain growth, BacTiter-Glo, 24 h | inhibition, % at 20 µM | hit rate 2.2% among 330,000 | AID 463190, 2010;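 active = inhibition of at least 40%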;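 also: mutant grown at 25 °C; 0% = DMSO wells with yeast and 100% = wells holding no yeast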
TIM10 inh: growth inhibitors of isogenic TIM10 control yeast, primary screen, counter-screen for tim10-1 yeast inhibitor project, luminescence, uHTS; S. cerevisiae TIM10 strain growth, BacTiter-Glo luminescence, 24 h; inhibition, % at 10 µM; hit rate 1.4% among 330,000; AID 463195, 2010;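 active = inhibition of 40% or more at the single tested concentration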;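 also: wild-type TIM10 isogenic control strain grown at permissive 25 °C; 0% = DMSO yeast wells and 100% = minimal medium wells without yeast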
APJ agonist: agonists of human apelin receptor APJ, primary screen, CHO-K1 cells, PathHunter beta-arrestin, luminescence; 0% DMSO wells, 100% apelin; activation, % at 20 µM; hit rate 0.11% among 330,000;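 active = activation more than six SD over the plate average, tested at 20 µM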;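 also: 0% = DMSO alone and 100% = apelin-13 at 10 nM; some results filed as inactive read as strong as hits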
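Incubation: overnight seeding, 90 min compound at 25 °C, 1 h detection; test system: PathHunter CHO-K1 APJ (AGTRL-1) beta-arrestin reporter cells; amount: 1000 cells/well; doses: one dose, 20 µM compound, 1% DMSO; measured by: beta-gal luminescence; measure: agonist-driven arrestin binding to APJ; benchmarks: negative DMSO alone, positive Apelin-13 at 10 nM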
Numbers without * were called inactive; / = not tested or not shown. An excerpt; rates above refer to the full screens.

The first seven records (preview)
SMILES	UPR XBP1 act	Mdm2 MdmX PPI	APJ antag	tim23-1 inh	CXCR6 block	CHOP UPR activ	tim10-1 inh	TIM10 inh	APJ agonist
N#C/C(=C\c1cccc(Cl)c1)c1n[nH]c(Cn2cncn2)n1	-2	12	-14	-1	2	-4.3	10	5	-4
COC(=O)c1scc2c(Oc3ccccc3)cc(C(F)(F)F)nc12	-1	-17	-20	29	/	0.4	23	6	1
COc1cccc(N2[C@@H](CC(C)=O)c3ccc(/C=C/C(C)=O)cc3S2(=O)=O)c1	-2	32	-74	33	1	0.2	44*	34	-4
COc1ccc(C2N(c3cc(Cl)ccc3OC)C(=O)C3CCCN32)c(OC)c1 (configuration not stated)	-3	3	1	13	1	2.0	4	14	-5
OCC1(Cc2ccccc2)CCCN(Cc2c[nH]c3ccccc23)C1 (configuration not stated)	-2	19	11	8	1	-1.1	12	14	-3
O=C(CN1C(=O)NC2(CCCCC2)C1=O)NCc1cccs1	-4	-10	-8	-2	2	3.2	2	4	-2
CC(N)(C(=O)O)c1cccc(OCc2cccc(Cl)c2)c1 (configuration not stated)	-2	17	13	4	4	-1.0	1	1	0

This part in full, from the start:
SMILES	UPR XBP1 act	Mdm2 MdmX PPI	APJ antag	tim23-1 inh	CXCR6 block	CHOP UPR activ	tim10-1 inh	TIM10 inh	APJ agonist
N#C/C(=C\c1cccc(Cl)c1)c1n[nH]c(Cn2cncn2)n1	-2	12	-14	-1	2	-4.3	10	5	-4
COC(=O)c1scc2c(Oc3ccccc3)cc(C(F)(F)F)nc12	-1	-17	-20	29	/	0.4	23	6	1
COc1cccc(N2[C@@H](CC(C)=O)c3ccc(/C=C/C(C)=O)cc3S2(=O)=O)c1	-2	32	-74	33	1	0.2	44*	34	-4
COc1ccc(C2N(c3cc(Cl)ccc3OC)C(=O)C3CCCN32)c(OC)c1 (configuration not stated)	-3	3	1	13	1	2.0	4	14	-5
OCC1(Cc2ccccc2)CCCN(Cc2c[nH]c3ccccc23)C1 (configuration not stated)	-2	19	11	8	1	-1.1	12	14	-3
O=C(CN1C(=O)NC2(CCCCC2)C1=O)NCc1cccs1	-4	-10	-8	-2	2	3.2	2	4	-2
CC(N)(C(=O)O)c1cccc(OCc2cccc(Cl)c2)c1 (configuration not stated)	-2	17	13	4	4	-1.0	1	1	0
Cc1cccc(NC(=O)CNC(=O)Cn2ncc(Cl)c(Cl)c2=O)c1C	-4	100*	4	-7	-3	7.4	-12	-7	-6
COc1ccc(CNC(=S)Nc2ccc(Br)cc2)cc1	-6	18	3	28	-9	-0.8	4	-2	-2
N#CC1(NC(=O)CSc2nc3ccccc3s2)CCCCC1	-1	11	13	22	-5	0.3	14	8	-2
CCOC(=O)C1=CN(Cc2ccco2)S(=O)(=O)NC1c1ccc(C(F)(F)F)cc1 (configuration not stated)	0	12	/	40	-8	2.5	19	2	/
CC(C)CNC(=O)c1c(N)n(/N=C/c2ccccn2)c2nc3ccccc3nc12	9	22	-3	-33	-1	5.0	8	-14	-4
COc1cc(OC)c(C(=O)Nc2ccc(C(=O)c3ccccc3)cc2)cc1OC	-5	2	6	4	8	2.7	4	-8	3
C=C1CCC[C@]2(C)C[C@H]3OC(=O)C(CNC(CC)CO)[C@H]3CC12 (some centres not stated)	-7	42	-6	35	-1	-1.1	52*	16	-4
CCCOc1cccc(C(=O)NCCNC(=O)c2ccccn2)c1	-2	15	-6	-12	4	0.1	-26	8	-1
NS(=O)(=O)c1cccc(NC(=O)COC(=O)CC2CC3CCC2C3)c1 (configuration not stated)	-3	18	-10	5	-4	-3.5	-15	-3	-3
Cc1cc(C(=O)NNc2ccc(F)cc2)no1	5	6	27	-23	4	0.9	-13	-11	-2
COc1ccccc1-n1cc(C(=O)NCC(=O)NCc2ccc(F)cc2)c2ccccc2c1=O	-1	5	10	6	-2	2.1	-6	10	5
Cc1ccc(OC(=O)c2cccnc2)cc1	2	-6	16	20	1	0.6	7	5	-5
CCC(C)C(NC(=O)CCC(=O)OCC(=O)[C@@]1(O)CCC2[C@@H]3CCC4=CC(=O)C=C[C@]4(C)C3[C@@H](O)C[C@@]21C)C(=O)O (some centres not stated)	0	-4	-11	8	-4	0.5	17	2	-1
O=C(c1noc2c1CCCC2)N1CCOCC1	-1	-15	-16	-9	-2	-2.4	9	-8	-1
CCOC(=O)c1cnc2c(C(F)(F)F)cccc2c1N1CCN(C)CC1	-2	-14	-16	7	-7	-1.9	12	-12	-2
COc1ccc(OC)c(NC(=O)C2CCCCC2C(=O)O)c1 (configuration not stated)	-3	22	-4	2	-8	-3.2	-17	-7	2
O=C(COC(=O)/C=C/c1ccc(C(F)(F)F)cc1)NCc1ccco1	-2	12	-17	9	1	-1.1	5	9	0

Copied from the list.
Entry for COc1ccccc1-n1cc(C(=O)NCC(=O)NCc2ccc(F)cc2)c2ccccc2c1=O in APJ agonist: 5
Entry for OCC1(Cc2ccccc2)CCCN(Cc2c[nH]c3ccccc23)C1 (configuration not stated) in tim23-1 inh: 8

Next section.
SMILES	UPR XBP1 act	Mdm2 MdmX PPI	APJ antag	tim23-1 inh	CXCR6 block	CHOP UPR activ	tim10-1 inh	TIM10 inh	APJ agonist
CCN(C(=S)NC(=O)c1ccccc1Br)C1CCCCC1	-3	7	-14	58*	-3	-1.6	28	35	-1
Cn1c(=O)c2c(n(Cc3ccccc3)c1=O)NC(=O)C2CC(=O)NCc1cccc(Cl)c1 (configuration not stated)	-4	-1	4	26	0	0.4	2	6	1
COC(=O)CC(NC(=S)NC(=O)c1ccccc1)c1ccc(Br)cc1 (configuration not stated)	-1	16	-9	34	2	1.3	26	40*	-1
O=C(CNc1ccccc1C(=O)O)c1ccccc1	0	-10	41*	11	68*	2.8	14	-12	-14
COc1cc(OC)cc(C(=O)Nc2ccc(-c3nc4ccccc4o3)cc2)c1	-4	26	8	7	-1	2.7	-17	-9	12
CC(C)Nc1nc(NC(C)C)nc(Oc2ccc(OCc3ccccc3)nn2)n1	-6	28	-9	6	-9	-1.3	5	10	0
Cn1c(CN2CCOCC2)nnc1SCC(=O)Nc1ccc2c(c1)OCCO2	0	-17	13	17	-4	-1.5	2	0	1
CCN1CCN(Cc2c3ccccc3cc3ccccc23)CC1	-1	10	4	-12	-12	0.8	4	-10	2
Cc1ccc(CN=Cc2[nH]c3ccc(Br)c(Cl)c3c2O)cc1	0	22	-23	33	-9	0.0	15	24	1
O=C(Nc1cccnc1)c1sc2cccc(F)c2c1Cl	1	18	6	-2	4	2.0	17	17	0
CSCCC(NC(=O)c1ccccc1)C(=O)NNC(=O)c1ccccc1 (configuration not stated)	-3	-6	3	8	-12	1.7	-21	5	-1
O=C(NCc1ccco1)C(c1ccccc1)N(CC1CCCO1)C(=O)Cn1nnc2ccccc21 (configuration not stated)	-4	5	13	15	-5	1.2	3	7	-2
COc1ccc(NC(=O)c2oc3ccccc3c2C)cn1	4	-54	1	11	-10	0.2	15	6	0
FC(F)(F)c1nnc2ccc(N3CCCCC3)nn12	6	21	15	22	-11	5.5	19	20	-2
CC(C)(C)NC(=S)N/N=C/c1c(Cl)cccc1Cl	3	13	4	32	7	0.7	40*	37	1
C=CCSc1nc2sc(C)c(C)c2c(=O)[nH]1	1	7	11	7	-3	1.9	-1	-11	-3
C=CCn1c(SCC(=O)Nc2sccc2C(N)=O)nc2sc(CC)cc2c1=O	1	59*	-15	8	-5	-2.0	15	5	-2
COC(=O)c1ccc(/C=C2\N=C(SC)SC2=O)cc1	-1	-5	18	34	-6	-0.4	11	-31	0
O=C(c1cc(C2CC2)on1)N1CCOCC1	0	-13	1	-4	6	3.8	-7	-4	1
COc1ccc(OC)c(NC(=O)COC(=O)c2ccc(OC)c(S(=O)(=O)N3CCCC3)c2)c1	-2	19	3	-2	-5	0.9	-12	-6	-4
